TrxR1 inh: qHTS Assay for Inhibitors of Mammalian Selenoprotein Thioredoxin Reductase 1 (TrxR1): qHTS. Potency, µM (highest dose often 114 µM), inactives show at the highest dose activity change, negative = inhibition, hits mostly inhibitors. actives 1% (n = 390,000). recombinant rTrxR1, NADPH fluorescence consumption, selenite substrate; further: on the % scale 0 is the no-effect control and ±100 the full control effect; nearly all actives have a fitted effect of over 65% in size
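Rat TrxR1 (90 nM in the dispensed reagent) was pre-reduced with 400 uM NADPH for 5 min at room temperature, then incubated with compound for 15 min. After 400 uM selenite was added, NADPH fluorescence (Ex 340/Em 450 nm) was followed for 8 min.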
Vif-APOBEC3G blk: qHTS for Inhibitors of Vif-A3G Interactions: qHTS; AID 602310, 2012; actives 0.076% (n = 410,000); Potency, µM (top dose mostly 46.1 µM), inactives show top-dose activity, negative = active, usual class: inhibitors; HeLa A3G-eYFP + Vif (tagged APOBEC3G with the HIV-1 protein that degrades it), YFP fluorescence, overnight; DNA dC->dU-editing enzyme APOBEC-3G (Homo sapiens), Q9HC16;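 further: on the % scale 0 is the no-effect control and ±100 the full control effect; nearly all actives have a fitted effect of over 60% in size; hits raise eYFP signal because A3G escapes Vif-driven loss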
Target sequence (Q9HC16 whole entry, looked up): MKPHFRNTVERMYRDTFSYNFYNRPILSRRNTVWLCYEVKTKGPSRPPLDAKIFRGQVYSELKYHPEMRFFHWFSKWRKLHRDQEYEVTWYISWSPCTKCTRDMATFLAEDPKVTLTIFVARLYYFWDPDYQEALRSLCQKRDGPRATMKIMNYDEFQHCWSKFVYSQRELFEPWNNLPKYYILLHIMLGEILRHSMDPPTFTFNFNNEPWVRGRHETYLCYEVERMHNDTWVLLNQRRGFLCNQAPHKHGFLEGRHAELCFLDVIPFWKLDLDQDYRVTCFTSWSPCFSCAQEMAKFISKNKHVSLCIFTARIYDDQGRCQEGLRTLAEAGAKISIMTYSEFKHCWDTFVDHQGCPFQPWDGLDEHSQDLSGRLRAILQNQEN
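HeLa cells stably expressing Vif and C-terminally eYFP-tagged A3G, seeded overnight at 37 deg C, then exposed to compound by pintool overnight at 37 deg C. Rise in yellow fluorescence (Ex 488/Em 500-530, Acumen) marks blocked Vif-driven A3G degradation.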
RXFP1 agonist: qHTS Assay for Agonists of the Relaxin Receptor RXFP1; Relaxin receptor 1 (Homo sapiens), Q9HBX9; HEK293T-RXFP1 cAMP TR-FRET, 30 min; response scale: percent of porcine relaxin response, buffer zero; Potency, µM (titrated, usually from 57.5 µM), for the others: at the top dose activation, most hits filed as activators; actives 0.3% (n = 370,000); further: on the % scale 0 is the no-effect control and ±100 the full control effect; nearly all actives have a fitted effect of over 60% in size; many of its hits are not listed in these tables
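HEK293T cells stably expressing RXFP1 were pretreated with the PDE4 inhibitor Ro 20174, exposed to compounds for 30 min at 37C, lysed, and cAMP was read by TR-FRET. Data normalized to buffer (basal) and 29 nM porcine relaxin (100%).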
USP1-UAF1 inh: Inhibitors of USP1/UAF1: Primary Screen; Ubiquitin carboxyl-terminal hydrolase 1 (Homo sapiens), O94782; recombinant USP1/UAF1, Ub-Rhodamine cleavage fluorescence; Potency, µM (highest dose often 57.1 µM), without a hit: top-dose activity change, negative = inhibition, usual class: inhibitors; actives 0.23% (n = 390,000); AID 743255, 2014; further: on the % scale 0 is the no-effect control and ±100 the full control effect; nearly all actives have a fitted effect of over 60% in size; inactives centre near -12
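High-throughput fluorogenic screen: 1nM USP1/UAF1 complex, Ub-Rho substrate 150nM final, 50mM HEPES pH 7.8 with 0.5mM EDTA, 0.1 mg/ml BSA, 1mM TCEP and 0.01% Tween-20.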
RGS4 inhibitor: Inhibitors of Regulator of G Protein Signaling (RGS) 4: qHTS. Transcreener GDP fluorescence polarization, RGS4-accelerated GTP hydrolysis. Potency, µM (highest dose often 114 µM), for the others: top-dose activity change, negative = inhibition, most hits filed as inhibitors. AID 504845, 2011. Regulator of G-protein signaling 4 (Homo sapiens), P49798. actives 0.039% (n = 390,000); further: on the % scale 0 is the no-effect control and ±100 the full control effect; nearly all actives have a fitted effect of over 75% in size; some results filed as inactive show a strong effect at the top dose
Target sequence (P49798 whole entry, looked up): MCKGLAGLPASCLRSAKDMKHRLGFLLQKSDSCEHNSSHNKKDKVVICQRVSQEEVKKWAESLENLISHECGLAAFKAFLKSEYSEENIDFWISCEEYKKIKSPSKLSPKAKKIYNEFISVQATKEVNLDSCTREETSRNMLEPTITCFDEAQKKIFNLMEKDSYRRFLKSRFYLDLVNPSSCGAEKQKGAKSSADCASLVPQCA
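MLSMR compounds (23 nl, pin-transferred) preincubated 10 min at room temperature with a 500nM (2x) first reagent, then RGS4 at 900nM (2x) plus Transcreener GDP mix added; fluorescence polarization (620/688 nm) read before and after 90 min at 30 °C.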
Vif-APOBEC3F blk: qHTS for Inhibitors of Vif-A3F Interactions: qHTS; Potency, µM (doses to about 46.1 µM), inactives show top-dose activity, negative = active; HeLa A3F-eYFP + Vif (tagged APOBEC3F with the HIV-1 protein that degrades it), YFP fluorescence increase; actives 0.2% (n = 390,000); further: % of control where 0% means no effect; nearly all actives have a fitted effect of over 65% in size
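HeLa cells stably expressing Vif plus C-terminally eYFP-tagged A3F were seeded, incubated overnight at 37 deg C, dosed with compound, incubated overnight again at 37 deg C. Yellow fluorescence (Ex 488/Em 500-530) reported blocked Vif-mediated A3F-eYFP degradation.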
TrxR1 substrate: qHTS Assay for Substrates of Mammalian Selenoprotein Thioredoxin Reductase 1 (TrxR1): qHTS | Thioredoxin reductase 1, cytoplasmic (Rattus norvegicus), O89049 | purified TrxR1 substrate turnover, NADPH consumption readout | Potency, µM (doses to about 114 µM), inactives show at the top dose activity change, negative = substrate turnover | actives 0.01% (n = 390,000) | AID 588456, 2011; further: on the % scale 0 is the no-effect control and ±100 the full control effect; nearly all actives have a fitted effect of over 50% in size
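Rat TrxR1, dispensed at 90 nM, was prereduced with 400 uM NADPH (final) for 5 min at ~22 deg C, then incubated with compound 15 min before 400 uM selenite. A first-read NADPH fluorescence drop versus no-compound background flagged substrates.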
ALOX12 inh: Primary qHTS assay for inhibitors of human arachidonate 12S-lipoxygenase (ALOX12): Round 2; Polyunsaturated fatty acid lipoxygenase ALOX12 (Homo sapiens), P18054; purified 12hLO, xylenol orange hydroperoxide absorbance; Potency, µM (highest dose often 108 µM), for the others: at the highest dose activity change, negative = inhibition, most hits filed as inhibitors; actives 1.1% (n = 580,000); AID 1671190, 2021; further: on the % scale 0 is the no-effect control and ±100 the full control effect
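Purified human 12hLO at 150 nM in 25 mM Hepes, 0.01% Triton X-100, pH 7.0, preincubated 15 min at room temperature with compound. Reaction started with 40 uM arachidonic acid, 30 min at room temperature. Hydroperoxide measured by Fe-xylenol orange, 573/405 nm absorbance ratio.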
mIDH1 inhibitor: qHTS for Inhibitors of mutant isocitrate dehydrogenase 1 (IDH1): qHTS; Isocitrate dehydrogenase [NADP] cytoplasmic (Homo sapiens), O75874; IDH1-R132H enzyme, NADPH consumption, diaphorase/resazurin fluorescence; actives 0.093% (n = 390,000); Potency, µM (doses to about 76.6 µM), for inactives: at the highest dose activity change, negative = inhibition, most hits filed as inhibitors; further: on the % scale 0 is the no-effect control and ±100 the full control effect; nearly all actives have a fitted effect of over 65% in size
Target sequence (O75874 whole entry R132H, stated change not applied): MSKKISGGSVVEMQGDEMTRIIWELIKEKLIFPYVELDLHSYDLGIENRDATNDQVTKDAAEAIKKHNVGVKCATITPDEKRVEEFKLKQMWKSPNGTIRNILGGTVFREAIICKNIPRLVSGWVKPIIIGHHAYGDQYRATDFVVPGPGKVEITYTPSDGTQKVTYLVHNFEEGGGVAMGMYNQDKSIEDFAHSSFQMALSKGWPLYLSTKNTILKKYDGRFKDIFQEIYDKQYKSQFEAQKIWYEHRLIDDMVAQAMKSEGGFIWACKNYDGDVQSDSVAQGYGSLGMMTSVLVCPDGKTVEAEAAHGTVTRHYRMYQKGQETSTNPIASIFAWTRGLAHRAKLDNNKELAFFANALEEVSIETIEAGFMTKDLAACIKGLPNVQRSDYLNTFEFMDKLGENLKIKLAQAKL
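IDH1-R132H (0.5 ug/mL) preincubated 30 min with compound, then NADPH (0.016 mM) and alpha-KG (2 mM) added; 80 min at RT, pH 7.5. Remaining NADPH coupled via diaphorase/resazurin to fluorescence (540/590 nm); concentration-response curves normalized to no-enzyme control.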
Starred values were filed as active, the others as inactive; ? = inconclusive; . = not tested or not shown; & = joins results of further samples; [ ] = dose if it differs, or a comment. The call rests on the fitted dose curve; in most records, active means well fitted curve in the direction sought with a large enough effect; inconclusive means small, poorly fitted or top-dose-only effect, or another doubt; inactive means no such curve, though single readings can be large; an effect the other way counts as inactive or inconclusive. Potency means the concentration at half of the fitted maximal effect. A portion of the library. The share of hits here may be higher or lower than overall.

SMILES | TrxR1 inh | Vif-APOBEC3G blk | RXFP1 agonist | USP1-UAF1 inh | RGS4 inhibitor | Vif-APOBEC3F blk | TrxR1 substrate | ALOX12 inh | mIDH1 inhibitor
COc1ccc(OC(C)C(=O)Nc2ccc([N+](=O)[O-])cc2)cc1 (configuration not stated) | -4%[57.1 µM] | 1% | 0.5% | -12% | 2% | -24% | 0%[57.1 µM] | -18% | -2%
Cc1ccc(NC(=O)c2oc3ccccc3c2NC(=O)C2CCCO2)cc1C (configuration not stated) | 16%[57.1 µM] | -7% | -2.8% | -20% | -23% | -1% | -6% | 0% | -1%
CCOC(=O)c1sc2ncnc(NCc3ccco3)c2c1C | -6%[57.1 µM] | -29% | 15% | -8% | -28% | -27% | 1%[57.1 µM] | 0% | 13%
COc1ccccc1Nc1nn2c(=O)c3ccc(C(=O)NCc4ccc(F)cc4)cc3nc2s1 | -6% | -6% | 0.9% | -10% | 2% | 5% | -9% | ? | -5%
Cc1cccc(C)c1NC(=O)C(NC=O)c1ccccc1 (configuration not stated) | 29%[57.1 µM] | -1% | 1.8% | -20% | -22% | -1% | 2%[57.1 µM] | 0% | 6%
CCO[C@H]1c2c(ccc3ccc(=O)oc23)OC(C)(C)[C@H]1O | 2% | 1% | . | -18% | 0% | -13% | 74%[activator] | -2% | 16%
COCC(C)OC(=O)/C(C#N)=C\c1coc2ccc(C)cc2c1=O (configuration not stated) | 28µM* | -10% | -0.4% | ? | -44% | ? | 7% | -7% | 5%
Cc1cccc(N2CCN(S(=O)(=O)c3ccc4oc(=O)c5ncn(C)c5c4c3)CC2C)c1 (configuration not stated) | 3% | -1% | 0.5% | -4% | 30% | -4% | 0% | -6% | -16%
COCCCNC(=O)CC1C[C@H](C(=O)N2CCOCC2)[C@@]2(CCC3CCCC3)c3[nH]c4ccc(OC)cc4c3CCN2C1=O (some centres not stated) | 7% | 0% | . | -27% | -8% | 6% | -5% | -1% | 4%
O=C(CSC(=S)N1CCCC1)c1ccccc1 | 24% | -2% | -1.8% | -11% | 11% | -2% | 0% | ? | -12%
O=C(CCN1C(=O)CSC1=O)Nc1ccccc1 | -2%[57.1 µM] | 0% | -0.1% | -16% | -14% | -8% | 3%[57.1 µM] | -6% | 1%
CCCn1c(=O)sc2cc(NC(=O)c3ccccc3OCC)ccc21 | 47%[activator] | -2% | 17% | -29% | -3% | -13% | 70%[activator] | -6% | -9%
O=C(CNC(=O)c1cccs1)N/N=C/c1cccc(Br)c1 | 7% | 0% | -1.1% | -21% | -3% | 2% | -5% | -20% | 12%
O=C(NCCCN1CCOCC1)c1cnn2c(-c3ccccc3)cc(-c3ccccc3)nc12 | -8% | 1% | 3.8% | -15% | -8% | -1% | 43%[activator] | -2% | ?
COc1ccccc1NOC(=O)CCOc1ccccc1 | 23% | 0% | . | -11% | 0% | ? | 1% | -2% | -12%
COc1ccc(-c2nnc3sc(-c4ccco4)nn23)cc1OC | -18% | 1% | 17% | -12% | -2% | 5% | -9% | -17% | 3%
COc1cccc(S(=O)(=O)N(C)C[C@H]2OCc3cnnn3CCCC(=O)N([C@H](C)CO)C[C@@H]2C)c1 | . | -2% | . | -15% | . | 10% | . | ? | 19%
CCOC(=O)/C(=N\Nc1cc(Cl)ccc1Cl)N1CCOCC1 | 24% | -1% | -0.2% | -6% | 15% | 22% | 5% | -17% | 2%
O=C1c2cccnc2C(O)N1Cc1cccs1 (configuration not stated) | 0% | -10% | 2.1% | -3% | 18% | -7% | 6% | 0% | 13%
COc1ccc(OC)c(N(CC(N)=O)S(=O)(=O)c2ccc(OC)c(OC)c2)c1 | 19% | 1% | 1.6% | 2% | 2% | -22% | -2% | -1% | 6%

Sorted by count of non-hydrogen atoms (rising): six of the compounds above
SMILES | TrxR1 inh | Vif-APOBEC3G blk | RXFP1 agonist | USP1-UAF1 inh | RGS4 inhibitor | Vif-APOBEC3F blk | TrxR1 substrate | ALOX12 inh | mIDH1 inhibitor
O=C1c2cccnc2C(O)N1Cc1cccs1 (configuration not stated) | 0% | -10% | 2.1% | -3% | 18% | -7% | 6% | 0% | 13%
O=C(CCN1C(=O)CSC1=O)Nc1ccccc1 | -2%[57.1 µM] | 0% | -0.1% | -16% | -14% | -8% | 3%[57.1 µM] | -6% | 1%
COc1ccccc1NOC(=O)CCOc1ccccc1 | 23% | 0% | . | -11% | 0% | ? | 1% | -2% | -12%
CCOC(=O)/C(=N\Nc1cc(Cl)ccc1Cl)N1CCOCC1 | 24% | -1% | -0.2% | -6% | 15% | 22% | 5% | -17% | 2%
COc1ccc(-c2nnc3sc(-c4ccco4)nn23)cc1OC | -18% | 1% | 17% | -12% | -2% | 5% | -9% | -17% | 3%
CCCn1c(=O)sc2cc(NC(=O)c3ccccc3OCC)ccc21 | 47%[activator] | -2% | 17% | -29% | -3% | -13% | 70%[activator] | -6% | -9%

(listing goes on)
SMILES | TrxR1 inh | Vif-APOBEC3G blk | RXFP1 agonist | USP1-UAF1 inh | RGS4 inhibitor | Vif-APOBEC3F blk | TrxR1 substrate | ALOX12 inh | mIDH1 inhibitor
O=C(COC(=O)c1cnccn1)c1ccc(OC(=O)c2ccccc2)cc1 | 15% | 1% | -0.5% | -11% | 35% | . | 1% | 35%[activator] | -1%
Cc1nc2ccccc2c(=O)n1/N=C/c1ccc(O)cc1O | 9% | -7% | -1.8% | -22% | -17% | 4% | -10% | -3% | 0%
O=S(=O)(c1cccc2cccc(Cl)c12)N1CCCC1 | 17% | 3% | 1.6% | -15% | -24% | 1% | 3% | 0% | 0%
c1ccc(CN2OCC3Cn4c(nc5ccccc54)C32)cc1 (configuration not stated) | -17% | 1% | 0.0% | -31% | -18% | -1% | -5% | 0% | 0%
Cc1ccc(C(=O)COC(=O)COc2ccccc2O)cc1C | 12% | 1% | . | -16% | -3% | 5% | 9% | 165% | -3%
CC(C)N(C(=O)COC(=O)CNS(=O)(=O)c1ccccc1F)c1ccccc1 | 17% | -5% | 1.1% | -18% | 7% | -2% | 1%[57.1 µM] | -5% | 4%
CCOC(=O)C1=CN(CC2CCCO2)C=C(C(=O)OCC)C1c1ccccc1C(F)(F)F (configuration not stated) | 31%[activator][57.1 µM] | -6% | 0.8% | -19% | -17% | -7% | 101%[activator][57.1 µM] | -1% | 3%
Cn1c(=O)c(C(=O)c2ccccc2)nc2ccccc21 | -9% | -1% | 1.6% | -14% | 1% | 3% | 7%[57.1 µM] | -10% | 8%
CC(/C=N/N1C(=O)CSC1=S)=C\c1ccccc1 | ? | 1% | 1.9% | -11% | -10% | -4% | 7%[57.1 µM] | ? | 6%
CCC(=O)N1CCN(c2ccc(NC(=O)c3ccc4ccccc4c3)cc2)CC1 | 16% | 0% | 1.1% | -14% | -33% | 1% | 7% | 1%&12% | 0%
CCOC(=O)c1c(NC(=O)COC(=O)Cc2n[nH]c(=O)c3ccccc23)sc(C(=O)N(C)C)c1C | 12% | -1% | 6.1% | -5% | -13% | 0% | 7% | ? | 2%
COc1ccc(S(=O)(=O)Nc2ccc3oc4c(c3c2)C(=O)CC(C)(C)C4)cc1 | 7% | 3% | 4.7% | -18% | -16% | 0% | 6% | -9% | -5%
S=C(NCCN1CCOCC1)N1CCN(c2cccc(Cl)c2)CC1 | 4%[57.1 µM] | 1% | 5.3% | 2% | ? | -8% | 3%[57.1 µM] | 5.6µM* | 20%
Cc1ccccc1NC(=O)Cc1ccccc1 | 3%[57.1 µM] | 1% | 0.4% | -20% | -8%[11.4 µM] | -12% | 4%[57.1 µM] | -18% | 2%
CC(C)C[C@H](NC(=O)N1CC(=O)Nc2ccccc21)C(=O)N1CCC[C@H]1C(=O)O | -2% | -3% | 1.5% | 15% | 15% | 6% | 0% | -11% | -15%
